# Screening data from PubChem BioAssay.
# TAAR1 agonist: agonists of human TAAR1; CHO RD-HGA16 TAAR1, Fluo-8 calcium fluorescence; vehicle wells 0%, saturating PEA agonist 100%; AID 624467; hit rate 0.99% among 360,000; Q96RJ0; activation, % at 3 µM;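 active means activation above the mean activation of all test compounds in the run plus 3 SD, cut at about 38% in these data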
# Target sequence (Q96RJ0 whole entry, looked up): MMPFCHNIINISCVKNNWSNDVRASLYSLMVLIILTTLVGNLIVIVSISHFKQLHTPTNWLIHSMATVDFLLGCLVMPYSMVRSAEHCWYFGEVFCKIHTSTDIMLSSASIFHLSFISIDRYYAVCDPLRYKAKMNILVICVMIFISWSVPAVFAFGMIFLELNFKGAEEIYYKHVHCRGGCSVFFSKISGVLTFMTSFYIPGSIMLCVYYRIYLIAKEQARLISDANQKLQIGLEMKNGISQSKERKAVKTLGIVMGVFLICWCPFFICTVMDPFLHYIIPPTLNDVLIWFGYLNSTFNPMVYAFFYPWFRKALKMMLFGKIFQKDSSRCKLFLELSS
#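 System: CHO-derived RD-HGA16 cells with stable Gα16 and human TAAR1 / Times: 17-24 h plating, Fluo-8 75 min 37 °C, 30 min RT / Technique: calcium-sensitive Fluo-8 signal, excitation 470-495, emission 515-575 nm / Measure: % activation relative to PEA EC100 response / Benchmarks: DMSO and PEA EC100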
# M1 antag: antagonists of human M1 muscarinic receptor | P11229 | hit rate 1.3% among 360,000 | CHO-K1 hM1, Fluo-8 calcium fluorescence, ACh EC80 antagonist | inhibition, % at 3 µM;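 active means percent inhibition above its own plate's cutoff, namely the mean of that plate's compound wells plus 3 SD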;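 further: peak over basal fluorescence ratio during 140 s after agonist addition; 0% = ACh EC80 plus DMSO and 100% = DMSO alone without agonist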
# Target sequence (P11229 whole entry, looked up): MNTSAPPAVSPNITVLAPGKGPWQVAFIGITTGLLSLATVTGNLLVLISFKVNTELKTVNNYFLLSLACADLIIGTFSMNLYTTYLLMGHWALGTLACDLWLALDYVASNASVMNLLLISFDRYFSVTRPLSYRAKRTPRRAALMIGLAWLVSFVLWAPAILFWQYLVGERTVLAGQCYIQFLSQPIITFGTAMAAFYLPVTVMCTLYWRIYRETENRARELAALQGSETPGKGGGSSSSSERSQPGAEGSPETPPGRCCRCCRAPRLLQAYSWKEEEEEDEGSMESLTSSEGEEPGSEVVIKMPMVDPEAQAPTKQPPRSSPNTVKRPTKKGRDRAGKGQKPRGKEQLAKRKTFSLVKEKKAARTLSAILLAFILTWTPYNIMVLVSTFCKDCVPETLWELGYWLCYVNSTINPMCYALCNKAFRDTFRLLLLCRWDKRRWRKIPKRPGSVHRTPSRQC
# CHO parental Ca: counter-screen for OX1R antagonists: effect in parental CHO cells; parental CHO-K1, ATP-induced calcium, Fluo-8 fluorescence; hit rate 0.63% among 330,000; inhibition, % at 5.6 µM;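 active means inhibition above that plate's mean sample inhibition plus 3 SD, cut at about 26% in these data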;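 further: 0% = ATP-challenged DMSO wells and 100% = DMSO wells without ATP; some compounds past the cut are filed as inactive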
#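 Material: Parental CHO cells | Reagent: ATP | Compound dosing: Single nominal dose of 5.6 µM per compound | Detection: Intracellular calcium via Fluo-8 no-wash fluorescent dye | Read-out: % inhibition of ATP-induced calcium mobilization | Benchmarks: Low control ATP plus DMSO, high control DMSO only | Replicates: Singlicate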
# CHO-K1 Ca antag: nonselective inhibitor or artifact in parental CHO-K1 cells. ATP-induced calcium, Fluo-8 fluorescence. hit rate 0.6% among 360,000. inhibition, % at 3 µM;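 active means inhibition above a per-plate cutoff, the plate's mean sample inhibition plus 3 SD, cut at about 24% in these data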;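 further: 0% = DMSO plus EC80 ATP and 100% = DMSO alone without ATP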
# TAAR1 antagonist: human TAAR1 antagonism; Q96RJ0; CHO RD-HGA16 TAAR1, Fluo-8 calcium fluorescence, antagonist; inhibition, % at 3 µM; hit rate 1.5% among 360,000; AID 624466;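 active means inhibition above a per-plate cutoff, the mean inhibition of test compounds on that plate plus 3 SD, cut at about 49% in these data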;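 further: 0% = DMSO plus EC80 beta-PEA response and 100% = DMSO alone without agonist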
#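 System: CHO RD-HGA16 cells bearing hTAAR1. Reagent: EC80 β-phenethylamine stimulus. Schedule: seeding 17-24 h prior, 75-min 37 °C, 30-min RT dye loading. Signal: Fluo-8 intracellular calcium dye fluorescence, real-time kinetic reads. Read-out: % inhibition from peak post-agonist over basal fluorescence ratio. Benchmarks: vehicle wells and EC80 agonist wells. Replicates: n of 1.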
# CHRM1 agonist: agonists of human M1 muscarinic receptor; P11229; CHO-K1 hM1, Fluo-8 calcium fluorescence, agonist mode; 0% DMSO, 100% acetylcholine EC100; activation, % at 3 µM; hit rate 0.33% among 360,000; AID 588814;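 active means activation above the run's mean compound activation plus 3 SD, cut at about 16% in these data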;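 further: peak over basal fluorescence ratio within a 140 s kinetic read after compound addition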
# CHRM1 PAM: positive allosteric modulators of human M1 muscarinic receptor. CHO-K1 hM1, Fluo-8 calcium fluorescence, ACh EC20; 0% = ACh EC20, 100% = maximal ACh. activation, % at 3 µM. hit rate 0.088% among 360,000. AID 588819; in the data active means activation above about 19%, passing the limit was not always enough
# CHO-K1 Ca ag: counter-screen for M1 agonists: effect in parental CHO-K1 cells; activation, % at 3 µM; Fluo-8 calcium fluorescence; scaled to maximal ATP response, vehicle zero; hit rate 0.48% among 360,000; in the data active means activation above about 15%;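 further: untransfected CHO-K1 host cells lacking M1 receptor as counterscreen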
# M1 PAM parental: nonselective activator or artifact in parental CHO-K1 calcium assay; ATP EC20, Fluo-8 calcium fluorescence; 0% at ATP EC20, 100% at ATP max; hit rate 0.02% among 360,000; activation, % at 3 µM;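 active means activation above the run cutoff, the mean activation of all test compounds plus 3 SD, cut at about 40% in these data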;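 further: peak over basal fluorescence ratio in a 140 s read after ATP addition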
# * marks the source's active call; other numbers are inactive results; x = no result given. No enrichment for hits, and some 4.4% of all compounds hit somewhere here.
# Fields: TAAR1 antagonist, CHRM1 agonist, TAAR1 agonist, CHRM1 PAM, M1 antag, CHO-K1 Ca ag, CHO-K1 Ca antag, CHO parental Ca, M1 PAM parental
> CCOC(=O)C1=CC[C@@H](c2ccccc2)N(S(=O)(=O)c2ccc(C)cc2)[C@H]1c1ccccc1C
 : -41, -5, 8, -13, 21, 0.7, 11, x, 12
> O=C(C1CCCN1S(=O)(=O)c1ccc(Cl)cc1)N1CCOCC1 (stereo not given)
 : -19, -3, 16, 11, 0, 0.7, 0, -9, 10
> Cc1ccccc1C(=O)Nc1cccc(-c2ccc3nncn3n2)c1
 : 11, 3, 1, 6, -30, 2.4, -18, 3, 20
> CCOC(=O)c1c(C)[nH]c(C(=O)N2CCCC(C(=O)c3cccc(OC)c3)C2)c1C (stereo not given)
 : -16, -9, 4, 12, -10, 1.7, -6, -19, 23
> O=C(NC1CCCCC1)c1cc2nc3c(c(C(F)(F)F)n2n1)CCCC3
 : -4, -3, 11, 3, -33, 0.6, -21, -10, 15
> COc1ccc(CN(CC(=O)NCCc2ccccc2)C(=O)CCC(=O)Nc2ccccn2)cc1
 : 3, -6, 4, 8, -8, 1.9, -9, -28, 11
> CCCn1c(SCC(=O)Nc2ccc3c(c2)OCCO3)n[nH]c1=O
 : -9, -6, 1, 1, -4, 1.0, -13, x, 9
> COc1ccccc1CNC(=O)CN(C)S(=O)(=O)c1ccc2c(c1)n(C)c(=O)c(=O)n2C
 : -6, -4, 0, -2, 4, 2.8, 22, -5, -6
> COc1ccc(S(=O)(=O)N(CC(=O)O)Cc2ccccc2)cc1OC
 : -12, 0, 3, 9, -1, 0.5, -18, 7, 22
> CCCCC/C=C/C1=CC(=O)C[C@H](c2ccc(OC)cc2)C1
 : 19, -5, -3, 5, -2, 0.2, -1, -4, 7
> COc1ccc(NC(=O)CSc2c3c(nc4ccccc24)CCC3)c(OC)c1
 : 1, -5, 13, -2, 8, 5.1, -9, -28, 21
> CN1C(=O)c2ccc(NC(=O)c3cccc(N4C(=O)CCC4=O)c3)cc2C1=O
 : 0, -5, 1, 13, -10, 0.3, -6, -2, 21
> COc1ccc(CCNC(=O)Cn2nnc(C(=O)Nc3cc(C)ccc3C)c2N)cc1OC
 : -16, -2, 2, 1, 1, 6.1, -19, -16, 20
> CCC(C)NC(=O)CNC(=O)c1nn(-c2ccc(OC)cc2)c(=O)c2ccccc12 (stereo not given)
 : 2, -5, 7, 0, 1, 3.4, -9, -19, 6
> CCCCOC(=O)c1ccc(OC(=O)c2cccnc2)cc1
 : -11, -3, 8, 4, -5, 1.5, -4, -16, 17
> O=C(O)c1ccc(C=NN=C2c3ccccc3-c3ccccc32)cc1
 : 8, -7, 3, 6, -20, 0.6, -15, x, 10
> Cc1ccc(O)c(NC2=C(Cl)C(=O)N(Cc3ccccc3)C2=O)c1
 : 13, 0, -1, 7, 3, 0.0, 4, x, -15
> CCOc1ccc(-n2c(SCC(N)=O)nc3c(c2=O)SCC3)cc1
 : 10, -2, 6, 4, -4, 0.0, 0, 4, 8
> O=C(NCc1nc2ccccc2[nH]1)C1=C[C@H](c2ccccc2)C[C@H](OCCCCO)O1
 : 17, -2, 3, 8, -18, -0.1, 0, -21, -6
> C=CCN(c1ccccc1)S(=O)(=O)c1cc2c(cc1C)N(C)CCO2
 : 4, -8, -3, 0, 7, -0.6, -6, -2, -5
> CN(CC(=O)Nc1ccccc1C(F)(F)F)C(=O)c1cc([N+](=O)[O-])ccc1N1CCOCC1
 : -16, -3, 2, 7, -11, 1.6, -7, -13, 22
> CSc1sc(C(=O)O)c2c1C(=O)CCC2
 : 7, 0, 5, -11, 7, -0.1, 18, 1, -8
> COc1ccc(-c2coc3cc(O)cc(O)c3c2=O)cc1OC
 : -30, -5, -1, 0, -5, 1.6, -8, -7, 14
> CC(=O)N1C[C@@H](CO)[C@@H](N(C)C(=O)C2CCCCC2)C[C@H]1c1ccccc1
 : -18, -2, 8, 7, -1, -0.1, 5, x, 16
> CN(C)Cc1c(O)ccc2ccccc12
 : -15, 3, 5, 3, -9, -0.6, 22, -1, 5
> COc1ccccc1C(=O)NC(CCSC)C(=O)N1CCC(Cc2ccccc2)CC1 (stereo not given)
 : 24, -6, 2, 2, -3, -0.7, 2, -31, 0
> Cn1c2c(c(=O)c3ccccc31)CCC(C)(C)O2
 : 2, -6, 1, 8, -12, -0.8, -7, -8, 15
> CCc1noc(C)c1C(=O)N(CC)CC(=O)Nc1ccccc1C(F)(F)F
 : -11, -2, 1, 7, -3, 0.3, 4, -10, 9
> CCC1=NN(C(=O)Cc2ccc(OC)c(OC)c2)C(O)(C(F)(F)F)C1 (stereo not given)
 : -15, -6, 2, -9, -5, 0.8, 3, 2, 0
> CSc1ccc(OC2(C)CCN(Cc3ccccc3)C2)cc1 (stereo not given)
 : 3, -8, 1, -22, 28*, 0.0, -1, x, -12
> Cc1nn(C)cc1/C=N\NC(=O)c1csc2c1CCCC2
 : -3, -4, 2, -6, -14, 1.1, -16, -3, 11
> CC1=NN(c2ccc(F)cc2)C(=O)C1C(c1cccc(O)c1)c1c(C)[nH]n(-c2ccc(F)cc2)c1=O (stereo not given)
 : -12, 2, 13, 18, -7, 1.3, -14, -2, 17
> COc1ccc(C2=Nc3ccccc3NC(=O)C2N(CCc2ccccc2)C(=O)c2cccs2)cc1 (stereo not given)
 : 35, -4, 44*, -8, -7, 1.2, -18, x, 29
> C[C@@H]1CN([C@H](C)CO)C(=O)c2c(c3ccccc3n2C)-c2ccccc2CO[C@H]1CN(C)Cc1ccc2c(c1)OCCN2C
 : 9, -3, -1, 3, -14, 0.1, -7, x, 11
> CC(C)Oc1ccc(OCCCN2CCCCCC2)cc1
 : 10, -7, 9, -20, 36*, 0.1, -2, -11, 7
> Cc1cccc(C(=O)Nc2ccc(O)cc2C(=O)O)c1
 : 13, -2, 5, 8, -12, 0.0, -15, 7, 11
> CCN1CCN(CCNC(=O)c2ccc3c(c2)NC(=O)/C(=C\c2cccc(Cl)c2)S3)CC1
 : x, -9, x, -3, 3, 0.2, 2, x, 10
> Cc1ccc(CS(=O)(=O)CCC(=O)NCc2ccc(F)cc2)cc1
 : -26, -3, -2, 8, -11, 0.9, -21, -14, 23
> Cc1ccc(NC(=S)NCCO)c(C)c1
 : 7, -2, 0, 5, -30, 0.2, -13, -11, 13
> Cc1cc(Br)cn2c(Cc3ccccc3)c(-c3cccc(Cl)c3)nc12
 : -16, x, -1, x, x, -1.1, -14, x, 8

# For reference, some entries already given.
# Fields: TAAR1 antagonist, CHRM1 agonist, TAAR1 agonist, CHRM1 PAM, M1 antag, CHO-K1 Ca ag, CHO-K1 Ca antag, CHO parental Ca, M1 PAM parental
> Cc1ccc(NC(=S)NCCO)c(C)c1
 : 7, -2, 0, 5, -30, 0.2, -13, -11, 13
> Cc1cc(Br)cn2c(Cc3ccccc3)c(-c3cccc(Cl)c3)nc12
 : -16, x, -1, x, x, -1.1, -14, x, 8

# Remaining list, next part.
# Fields: TAAR1 antagonist, CHRM1 agonist, TAAR1 agonist, CHRM1 PAM, M1 antag, CHO-K1 Ca ag, CHO-K1 Ca antag, CHO parental Ca, M1 PAM parental
> COc1ccc2[nH]c3nc(SCC(=O)NNC(=O)c4ccc(OC)c(OC)c4)nnc3c2c1
 : 14, -2, 12, 8, -14, 0.3, -10, 6, 18
> CC1Cc2nc(SCC(=O)Nc3nccs3)n(Cc3ccccc3)c(=O)c2S1 (stereo not given)
 : -12, -7, 0, 10, -12, -0.1, 1, -15, 14
> CC(C1SC(=S)NC1=O)C1SC(=S)NC1=O (stereo not given)
 : -23, -2, 1, 2, -3, 0.6, 0, x, -1
> CC(=O)N1CCN(C(=S)Nc2ccc(SC(F)F)cc2)CC1
 : -23, -3, 4, 2, 5, 1.7, -2, -3, 5
> CC1CCN(C(=S)NC(=O)c2ccco2)CC1
 : -18, -2, 0, 5, -9, 0.5, 1, -3, 4
> CCn1nc(C)c(NC(=O)/C=C/c2ccc(OC)c(COc3ccc(Br)cc3)c2)c1C
 : 15, -7, 0, 8, 5, 0.4, -6, -15, 13
> O=C(N/N=C1\CCCc2ccccc21)c1ccccc1Cl
 : 4, -2, -1, 13, -15, 1.1, -25, -12, 29
> CC(Sc1ccc2c(c1)OCCO2)C(=O)Nc1ccc(N2CCOCC2)cc1 (stereo not given)
 : -10, -11, 1, 10, -3, 0.5, -9, -19, 8
> CC1Sc2ccc(S(=O)(=O)N3CCC(C(=O)NCc4ccc(Cl)cc4)CC3)cc2NC1=O (stereo not given)
 : 15, -2, 7, -9, 13, 3.2, -5, 2, -4
> Cn1c(=O)[nH]c(=O)c2c1[nH]c(=S)n2Cc1ccc(Cl)cc1
 : -12, -5, 3, -3, 8, 4.6, -3, -11, 12
> COc1ccccc1OCC(=O)N1CC2(C)CC1CC(C)(C)C2 (stereo not given)
 : 5, -3, 2, 5, -8, 0.9, -10, -14, 18
> O=C1/C(=C\c2ccccn2)SC(=S)N1c1ccc(S(=O)(=O)Nc2nccs2)cc1
 : 22, -2, 0, 6, -7, 1.5, -3, -17, -8

# Of the compounds above, these contain fluorine.
# Fields: TAAR1 antagonist, CHRM1 agonist, TAAR1 agonist, CHRM1 PAM, M1 antag, CHO-K1 Ca ag, CHO-K1 Ca antag, CHO parental Ca, M1 PAM parental
> O=C(NC1CCCCC1)c1cc2nc3c(c(C(F)(F)F)n2n1)CCCC3
 : -4, -3, 11, 3, -33, 0.6, -21, -10, 15
> CN(CC(=O)Nc1ccccc1C(F)(F)F)C(=O)c1cc([N+](=O)[O-])ccc1N1CCOCC1
 : -16, -3, 2, 7, -11, 1.6, -7, -13, 22
> CCc1noc(C)c1C(=O)N(CC)CC(=O)Nc1ccccc1C(F)(F)F
 : -11, -2, 1, 7, -3, 0.3, 4, -10, 9
> CCC1=NN(C(=O)Cc2ccc(OC)c(OC)c2)C(O)(C(F)(F)F)C1 (stereo not given)
 : -15, -6, 2, -9, -5, 0.8, 3, 2, 0
> CC1=NN(c2ccc(F)cc2)C(=O)C1C(c1cccc(O)c1)c1c(C)[nH]n(-c2ccc(F)cc2)c1=O (stereo not given)
 : -12, 2, 13, 18, -7, 1.3, -14, -2, 17
> Cc1ccc(CS(=O)(=O)CCC(=O)NCc2ccc(F)cc2)cc1
 : -26, -3, -2, 8, -11, 0.9, -21, -14, 23
> CC(=O)N1CCN(C(=S)Nc2ccc(SC(F)F)cc2)CC1
 : -23, -3, 4, 2, 5, 1.7, -2, -3, 5
